SRC3 TRFRET art = flags TR-FRET format artefacts in PPARgamma SRC-3 recruitment agonist screen; TR-FRET artefact counter-screen, PPARgamma/SRC-3 format; active compounds read high; 99,000 compounds, 0.39% hits; TR-FRET ratio at 8 µM; in the data active means TR-FRET ratio above about 2000; further: inactives centre near 1600; reference of the scale not given here
SRC1 TRFRET art = TR-FRET artefact, counter-screen to PPARgamma/SRC-1 agonist assay; AID 1051; 99,000 compounds, 0.34% hits; TR-FRET detection artefact counter-screen, emission ratio; active compounds read high; TR-FRET ratio at 8 µM; in the data active means TR-FRET ratio above about 2300; further: inactives centre near 1800; reference of the scale not given here
The depositor's hits bear a star. Not all compounds are listed (hit frequency here may not be typical).

Each structure is followed by: SRC3 TRFRET art, SRC1 TRFRET art
O=C(COc1ncnc2ccccc12)Nc1ccc(Cl)c([N+](=O)[O-])c1
→ 1617, 1963
C=CCc1ccccc1OCC(O)CNC(C)C (centres undefined)
→ 1675, 1783
C=CCn1c(SC(C)C(N)=O)nc2sc(CC)cc2c1=O (centres undefined)
→ 1521, 1621
Cc1cc(S(=O)(=O)N2CCN=C2c2ccccc2)c(Cl)cc1Cl
→ 1595, 2033
O=C(N/N=C/c1ccncc1)c1ccccc1[N+](=O)[O-]
→ 1942, 2126
CC1=NN(c2ccc(Cl)cc2)C(=O)/C1=C\c1cccn1-c1ccc(S(N)(=O)=O)cc1
→ 1555, 1473
Cc1cccc(OCc2nnc(SCC(=O)Nc3cccc(C(=O)N4CCOCC4)c3)n2C)c1C
→ 1695, 1647
COc1ccc(C(=O)Nc2nc(C)cc(C)n2)cc1
→ 1705, 1727
O=[N+]([O-])c1ccccc1CN1CCN(Cc2c[nH]c3ccccc23)CC1
→ 1700, 1824
Cc1nn(C)cc1CN(C)C(=O)c1cc(-c2ccccc2)nc2ccc(Br)cc12
→ 1868, 2060
O=S(=O)(NCC(c1ccco1)N1CCOCC1)c1ccc(Cl)cc1 (centres undefined)
→ 1548, 1767
CCOc1cc(N2CCOCC2)c(OCC)cc1NC(=O)COC(=O)[C@@H]1CCCN1S(=O)(=O)c1ccccc1F
→ 1444, 1740
CSc1ccc(/C=C/C(=O)Nc2ccccc2)cc1
→ 1487, 1578
O=C1CN(C(=S)Nc2ccccc2Cl)CCN1
→ 1509, 1550
Cc1ccc(-c2ccc(CO)o2)cc1N
→ 1539, 1960
CN1/C(=C\C(=O)CSc2nncn2C)C(C)(C)c2ccccc21
→ 1499, 1596
CCCC(=O)NC(=S)Nc1ccc(S(=O)(=O)Nc2ccc(OCC)cc2)cc1
→ 1272, 1889
CC(NC(=O)c1ccccc1)C(=O)N/N=C/c1ccccc1 (centres undefined)
→ 1414, 1840
C/C(=N\NC(=S)NCCc1ccccc1)c1ccc(Cl)cc1
→ 1664, 1683
COc1ccc(NC(=O)CCNS(=O)(=O)c2cccc3nsnc23)cc1OC
→ 1594, 1817
CCOc1ccc(NC2OCC(O)C(O)C2O)c([N+](=O)[O-])c1 (centres undefined)
→ 1596, 1759
O=C(Nc1cccc(S(=O)(=O)N2CCCCC2)c1)c1ccccc1NS(=O)(=O)c1ccc(F)cc1
→ 1324, 1871
COCCNC(=S)N1CCN(c2cccc(C(F)(F)F)c2)CC1
→ 1531, 1779
COc1ccc(Cn2c(=O)c3c(nc(NCCO)n3C)n(C)c2=O)cc1
→ 1446, 1967
O=C1CN(c2nc3nonc3nc2N2CCCCC2)CCN1
→ 1592, 1445
NS(=O)(=O)c1ccc(Cl)c(C(=O)Nc2ccccc2[N+](=O)[O-])c1
→ 1629, 1758
Cc1cc(C(=O)N/N=C/c2c[nH]c3ccccc23)c(C)o1
→ 1712, 1847
C/C(=N/O)c1ccc(Oc2cnccn2)cc1
→ 1604, 1928
N=C1C(c2ccccc2)=C(O)CN1c1cccc2ccccc12
→ 1656, 2293
CC(=O)Nc1ccc(S(=O)(=O)N2CCCC2C(=O)Nc2ccc3c(c2)OCCO3)cc1 (centres undefined)
→ 1739, 1640
C/C(=N\NC(=O)c1ccccc1[N+](=O)[O-])c1ccc(Br)s1
→ 1634, 1866
O=c1c2ccccc2nc(CSc2nnnn2-c2ccccc2)n1-c1ccccc1
→ 1492, 1885
Cc1cc(C)c(NC(=S)NC(=O)c2c(Cl)c(C)nn2C)c([N+](=O)[O-])c1
→ 1389, 1548
CC(=O)CCc1c(C)nc2ccc(C)cc2c1Cl
→ 1609, 1739
Cc1onc(-c2ccccc2)c1C(=O)c1c[nH]c(C(=O)NCCCN2CCOCC2)c1
→ 1437, 1976
CCOC(=O)C1(CCc2ccccc2)CCN(Cc2cccc3nccnc23)CC1
→ 1590, 1879
CSc1nsc(/C=C/Nc2ccc(F)cc2)c1C#N
→ 1593, 1857
CC(=O)NS(=O)(=O)c1ccc(NC(=O)c2ccc(Cl)cc2[N+](=O)[O-])cc1
→ 1818, 2082
CCOCCCNC(=O)CN1C(=O)/C(=C\c2ccc(C)cc2)Sc2ccccc21
→ 1739, 1875
O=C(CSc1nnnn1Cc1ccccc1)c1ccccc1F
→ 1737, 1813
CCC(c1nnnn1Cc1ccc(OC)cc1)N1CCN(c2ccc(OC)cc2)CC1 (centres undefined)
→ 1532, 1653
O=C(Nc1ccc2oc(=O)ccc2c1)c1ccccc1[N+](=O)[O-]
→ 1524, 1676
CCOc1ccc(NC(=O)c2cccnc2SC)cc1
→ 1444, 1562
O=C(COC(=O)CNC(=O)c1sc2ccccc2c1Cl)Nc1c(Cl)cc(Cl)cc1Cl
→ 1758, 1842
CN(CCOc1cccc(C(F)(F)F)c1)Cc1ccccc1
→ 1754, 1955
Cc1ccc(OCCC(=O)Nc2ccc(C)c(F)c2)cc1
→ 1454, 1657
COc1ccc(CNC(=O)CSc2nc(C)cs2)cc1
→ 1366, 1602
COc1ccc(-c2[nH]ncc2CN2CCSCC2)c(OC)c1
→ 1523, 1544
COc1ccc(-c2nc(SC)n(C)c(=O)c2C#N)cc1OC
→ 1722, 1714
Cn1ncc([N+](=O)[O-])c1C(=O)Nc1nccs1
→ 1761, 1865
COc1ccc(CCN=C(NS(=O)(=O)c2ccccc2)c2ccccc2)cc1OC
→ 1414, 1899
NC(=S)N=Nc1c(O)n(Cc2ccc(Br)cc2)c2ccccc12
→ 1468, 1647
CCN(CC)S(=O)(=O)c1ccc(N2CCOCC2)c(NC(=O)c2cc(-c3ccccn3)nc3ccccc23)c1
→ 2191*, 2421*
N/C(=N\OC(=O)CCCOc1ccc(Cl)cc1Cl)c1ccncc1
→ 1561, 1771
COc1nc2ccccc2nc1CCC(=O)O
→ 1773, 1852
Cc1sc(NC(=O)Cn2[nH]c(=O)c3ccccc3c2=O)nc1-c1ccccc1
→ 1774, 1924
CC(C)(C)C1CCc2onc(C(=O)Nc3cccnc3)c2C1 (centres undefined)
→ 1476, 1667
COc1ccc(/C=C/C(=O)OCC(=O)Nc2ccc(OC)c(S(=O)(=O)N3CCCCC3)c2)cc1
→ 1727, 2026
COc1ccc(N2C(=O)CCC(C(=O)NCCCN3CCC(C)CC3)C2c2ccc(OC)c(OC)c2)cc1 (centres undefined)
→ 1446, 1818
COc1cc(CCC(=O)OCC(=O)Nc2cccc(S(N)(=O)=O)c2)cc(OC)c1OC
→ 1570, 1794

(further entries)
Each structure is followed by: SRC3 TRFRET art, SRC1 TRFRET art
Cc1nn(Cc2ccccc2Cl)c(Cl)c1/C=C/C(=O)OCC(=O)NC1CCS(=O)(=O)C1 (centres undefined)
→ 1442, 1639
COc1cccc(OC)c1OCCCCc1c(C)n[nH]c1C
→ 1481, 1880
C[n+]1cccc(C(=O)NCC2CCCO2)c1 (centres undefined)
→ 1600, 1972
O=C(N/N=C/c1ccc(O)cc1)c1cc[n+](Cc2ccccc2)cc1
→ 1787, 1753
CCOC(=O)c1cn(Cc2ccccc2)nn1
→ 1623, 2090
COc1cccc(C(=O)N2CCN(Cc3ccccc3[N+](=O)[O-])CC2)c1
→ 1603, 1656
O=C1NCCN(Cc2cccc(Oc3ccccc3)c2)C1CC(=O)N1CCCO1 (centres undefined)
→ 1568, 2079
CC1(C)CSC(=NCc2ccccc2)N1C(=O)c1cccc([N+](=O)[O-])c1
→ 1384, 1536
CCOC(=O)C1(Cc2ccccc2Cl)CCN(C(=O)c2cnccn2)CC1
→ 1583, 1621
CCC(=O)c1ccc(OCC(=O)NCCc2ccccn2)cc1
→ 1714, 1609
CC(=O)c1sc(NC(=O)c2cccc(C)c2)nc1C
→ 1660, 1875
CCN(CC)CCN(C(=O)CCOc1ccccc1)c1nc2ccc(F)cc2s1
→ 1620, 1971
CC12CC3(C)CC(C)(C1)CC(C(=O)NCc1ccccn1)(C2)C3
→ 1732, 1809
Cc1cc(C)c(S(=O)(=O)Nc2cccc3nsnc23)c(C)c1
→ 1420, 1686
COC(=O)COc1cc(Cl)c(C=O)cc1OC
→ 1416, 1568
CCC(=O)Nc1ccc(C(=O)CSc2nc3ccc(C)cc3[nH]2)cc1
→ 1655, 1868
O=C(OCCNc1nc(-c2ccccc2)nc2ccccc12)c1ccncc1
→ 1432, 1886
CCOC(=O)CNS(=O)(=O)c1ccc2c3c(cccc13)C(=O)N2CC
→ 1499, 1617
Fc1ccc(N/N=C/c2ccncc2)c(F)c1
→ 1789, 1901
N#Cc1ccc(OCC(=O)OCC(=O)Nc2cc(C(F)(F)F)ccc2N2CCOCC2)cc1
→ 1487, 1707

As a working copy, some entries already given.
Each structure is followed by: SRC3 TRFRET art, SRC1 TRFRET art
COc1ccc(CNC(=O)CSc2nc(C)cs2)cc1
→ 1366, 1602
COc1ccc(-c2[nH]ncc2CN2CCSCC2)c(OC)c1
→ 1523, 1544

Additional structures:
Each structure is followed by: SRC3 TRFRET art, SRC1 TRFRET art
CC1CCN(C(=O)N[C@@H](Cc2ccccc2)C(=O)O)CC1
→ 1543, 2138
COC(=O)c1ccc(CO/N=C2\CCCc3nonc32)cc1
→ 1360, 1848
CC(=O)NC1(NC(C)=O)CCN(C)CC1
→ 1455, 1566
C/C(=N\NC(=O)c1ccn(C)n1)c1cccc(NC(=O)c2ccncc2)c1
→ 1819, 1781
Cc1csc(NC(=O)c2ccc(N3CCCC3=O)cc2)n1
→ 1528, 1555
Cc1occc1C(=O)NNC(=O)C1CCCC1
→ 1647, 1616
CCCn1c(NC(=O)c2cccc(S(=O)(=O)N3CCCC3)c2)nc2ccccc21
→ 1455, 1660
COc1ccc(/C=C(/Sc2nnc(-c3ccc(Cl)cc3)o2)C(=O)O)cc1
→ 1550, 1659
O=C(Nn1c(SCc2ccccc2F)nc2ccsc2c1=O)c1ccccc1
→ 1814, 1927
Cc1ccc2nc(-c3ccc(NC(=O)C(C)N4C(=O)c5ccccc5C4=O)cc3)sc2c1 (centres undefined)
→ 1423, 1782
CCOC(=O)CNC(=O)C1c2cc(OC)c(OC)cc2C(=O)N(C)C1c1ccccc1F (centres undefined)
→ 1559, 1897
Cc1cc(C)n(CC(=O)c2cccc(N)c2)n1
→ 1523, 1676
COC(=O)c1ccc(C(=O)OC)c(NC(=S)N2CCC(N3CCCCC3)CC2)c1
→ 1305, 1858
CCOC(=O)/C(C#N)=C\c1cccnc1
→ 1719, 1628
CCOC(=O)c1sc(NC(=O)c2ccc(OC(C)=O)cc2)nc1C
→ 1780, 1855
COC(=O)c1ccccc1NC(=O)CCCn1nc([N+](=O)[O-])cc1C
→ 1770, 1843
COc1ccc(Oc2nc(-c3ccccc3)ncc2C(=O)O)cc1
→ 1526, 1715
O=C(COC(=O)CCCSc1nc2ccccc2[nH]1)Nc1ccc(Oc2ccccc2)cc1
→ 1857, 1944
COc1cc(/C=C(/C#N)c2ccccc2F)ccc1OCc1ccccc1
→ 1264, 1663
Cc1ccc(-c2ccc(=O)n(CC(=O)NCc3ccc(F)cc3)n2)cc1
→ 1618, 1593
CCOC(=O)C1=C(CNCCc2ccc(Cl)cc2)NC(=O)NC1c1cccc([N+](=O)[O-])c1 (centres undefined)
→ 1355, 1846
Cc1ccc(NC(=S)N2CCC(N(C)CC3CCCO3)CC2)cc1C (centres undefined)
→ 1477, 1888
CN(C)c1ccc(-c2nn3c(-c4ccc(Cl)cc4)nnc3s2)cc1
→ 1609, 1893
O=C(CSc1nc2ccncc2[nH]1)Nc1ccccc1C(F)(F)F
→ 1326, 1824
CCOC(=O)c1nn(-c2ccccc2)c2nnc(Cc3ccc(C)cc3)c(=O)n12
→ 1527, 1875
C#CCOCCOCCOCCNc1nc(N2CCN(C(=O)[C@H](CCCCN)n3cc([C@@H](N)C(C)CC)nn3)CC2)nc(N2CCN(C(=O)[C@H](Cc3ccc(O)cc3)n3cc([C@@H](N)CC(C)C)nn3)CC2)n1 (some centres undefined)
→ 1504, 1690
Cc1[nH]n(-c2ccccc2)c(=S)c1C=NCCCN=Cc1c(C)[nH]n(-c2ccccc2)c1=S
→ 1626, 1810
CC(C)(C)c1ccc(OCC(=O)N/N=C/c2ccc(N3CCOCC3)cc2)cc1
→ 1428, 1789
Cc1ccc(C(=O)Oc2oc(-c3ccccc3)nc2C=Nc2ccc(N(C)C)cc2)cc1
→ 1683, 1847
CC(=O)c1cc(CN2CCC(N3CCC(C(=O)N4CCCC4)CC3)CC2)cs1
→ 1498, 1603
CCOC(=O)C1=C(C)NC(C)=C(C(=O)OCC)C1/C=C/c1ccccc1OC
→ 1723, 1968
CC(=O)c1cc(NC(=O)c2ccc([N+](=O)[O-])cc2)c(=O)oc1C
→ 1634, 1619
Fc1ccc(C2c3[nH]c4ccccc4c3CCN2Cc2cccn2-c2ncccn2)cc1 (centres undefined)
→ 1674, 1808
Cc1cc(Nc2ccccc2F)n2nc(C)nc2n1
→ 1709, 1730
CN(CCOc1ccccc1)CC(=O)Nc1ccc(Cl)c(S(=O)(=O)N(C)C)c1
→ 1588, 1805
CN(C(=O)CSc1nc2c(c(=O)[nH]1)CCC2)c1ccccc1
→ 1554, 1759
COc1ccc(CC(=O)NNC(=O)c2cccs2)cc1
→ 1566, 1893
CNC(=S)N/N=C(\C)c1ccc(C)c(C)c1
→ 1659, 1962
CCCCC1OC23CCCCC2C(C#N)(C#N)C1(C#N)C(=N)O3 (centres undefined)
→ 1547, 1857
Cc1cc(N/N=C(/CCC(=O)O)C(=O)O)nc2ccccc12
→ 1575, 2011
CC(C)CCOP(=O)(c1ccccc1)c1ccccc1
→ 1654, 1569
O=C(NCC1CCCO1)Nc1cc(Cl)cc(Cl)c1 (centres undefined)
→ 1604, 2047
CCN(CC)C(=O)NC(c1ccc(C)c(F)c1)C(Cl)(Cl)Cl (centres undefined)
→ 1678, 1928

Compound profiles, from the list above:
O=C(CSc1nc2ccncc2[nH]1)Nc1ccccc1C(F)(F)F is listed with SRC3 TRFRET art = 1326; SRC1 TRFRET art = 1824
Cc1ccc(NC(=S)N2CCC(N(C)CC3CCCO3)CC2)cc1C (centres undefined) is listed with SRC3 TRFRET art = 1477; SRC1 TRFRET art = 1888
Cc1ccc(C(=O)Oc2oc(-c3ccccc3)nc2C=Nc2ccc(N(C)C)cc2)cc1 is listed with SRC3 TRFRET art = 1683; SRC1 TRFRET art = 1847

Compound activity deposited in PubChem by The Scripps Research Institute Molecular Screening Center.
